LYPLA1 inh – LYPLA1 inhibitors, primary screen, counter-screen for PME1 inhibitor project, biochemical, fluorescence polarization, FP-Rh probe ABPP; Acyl-protein thioesterase 1 (Homo sapiens), O75608; recombinant LYPLA1; inhibition, % at 5.9 µM; 320,000 tested, 0.16% active; AID 2174, 2009;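 active = inhibition above the mean of all tested compounds plus 3 SD, set per campaign, cut at about 14% in these data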;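 note: inhibitors block serine hydrolase probe labeling of LYPLA1 so polarization falls; 0% = enzyme with DMSO and 100% = wells lacking LYPLA1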
PAD4 inh – human PAD4 inhibitors, primary screen, biochemical, fluorescence polarization, 1536-well format | recombinant PAD4, RCA probe fluorescence polarization | inhibition, % at 6.36 µM | 330,000 tested, 0.41% active | AID 485272, 2010;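 active = percent inhibition above a cutoff equal to the mean of all tested compounds plus 3 SD, cut at about 15% in these data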;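 note: 0% = PAD4 with RCA probe and DMSO and 100% = probe without PAD4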
Target sequence (Q9UM07 whole entry, looked up): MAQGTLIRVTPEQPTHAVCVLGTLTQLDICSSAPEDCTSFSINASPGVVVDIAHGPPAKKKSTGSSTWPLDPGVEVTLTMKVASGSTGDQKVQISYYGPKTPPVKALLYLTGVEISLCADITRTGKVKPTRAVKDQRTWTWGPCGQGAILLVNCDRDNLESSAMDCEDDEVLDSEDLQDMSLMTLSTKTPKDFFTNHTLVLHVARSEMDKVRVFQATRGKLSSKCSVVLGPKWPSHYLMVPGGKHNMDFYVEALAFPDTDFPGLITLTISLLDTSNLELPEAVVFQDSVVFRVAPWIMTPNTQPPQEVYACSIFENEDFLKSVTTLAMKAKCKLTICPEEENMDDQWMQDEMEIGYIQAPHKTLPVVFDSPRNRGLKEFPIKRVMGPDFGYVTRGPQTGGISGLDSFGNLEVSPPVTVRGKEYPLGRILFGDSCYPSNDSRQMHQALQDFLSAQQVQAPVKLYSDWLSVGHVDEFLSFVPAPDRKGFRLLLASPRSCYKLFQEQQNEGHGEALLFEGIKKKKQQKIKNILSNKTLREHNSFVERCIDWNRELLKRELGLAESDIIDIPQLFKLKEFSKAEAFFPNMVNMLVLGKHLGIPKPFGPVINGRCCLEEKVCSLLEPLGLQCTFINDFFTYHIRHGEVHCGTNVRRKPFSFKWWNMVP
LYPLA2 inh – LYPLA2 inhibitors, primary screen, counter-screen for PME1 inhibitor project, biochemical, fluorescence polarization, FP-Rh probe ABPP | recombinant LYPLA2 | inhibition, % at 5.9 µM | 320,000 tested, 0.38% active;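 active = inhibition above the screen-wide mean plus 3 SD, limit set per campaign, cut at about 26% in these data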;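 note: 0% = LYPLA2 with DMSO and 100% = wells lacking LYPLA2 enzyme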
pPAFAH inh – pPAFAH enzyme inhibitors, primary screen, biochemical, fluorescence polarization, human; inhibition, % at 3.39 µM; Platelet-activating factor acetylhydrolase (Homo sapiens), Q13093; recombinant pPAFAH, FP-rhodamine probe fluorescence polarization; 330,000 tested, 1.5% active;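 active = inhibition above the mean inhibition across the screen plus 3 SD, cut at about 25% in these data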;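 note: inhibitors block binding of the rhodamine activity-based probe so polarization drops; 0% = enzyme with DMSO and 100% = wells lacking pPAFAH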
PAFAH1B2 FP inh – PAFAH1B2 enzyme inhibitors, primary screen, biochemical, fluorescence polarization, human. inhibition, % at 3.39 µM. AID 492953, 2010. Platelet-activating factor acetylhydrolase IB subunit alpha2 (Homo sapiens), P68402. 340,000 tested, 1.2% active. recombinant PAFAH1B2, FP-rhodamine activity probe;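 active = inhibition above the mean of all tested compounds plus 3 SD, cut at about 24% in these data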;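 note: 0% = enzyme with DMSO and 100% = wells lacking PAFAH1B2; many of its hits are not listed in these tables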
Target sequence (P68402 whole entry, looked up): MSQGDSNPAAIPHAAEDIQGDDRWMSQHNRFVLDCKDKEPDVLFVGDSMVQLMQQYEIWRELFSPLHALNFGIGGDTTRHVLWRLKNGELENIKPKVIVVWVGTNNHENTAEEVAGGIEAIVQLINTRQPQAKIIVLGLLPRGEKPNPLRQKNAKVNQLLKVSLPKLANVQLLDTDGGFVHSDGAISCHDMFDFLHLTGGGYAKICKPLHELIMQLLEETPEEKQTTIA
PME-1 primary – PME-1 inhibitors via competitive probe labeling, primary screen, biochemical, fluorescence polarization, FP-Rh probe, HTS. recombinant PME-1. 320,000 tested, 0.53% active. AID 2130, 2009. Protein phosphatase methylesterase 1 (Homo sapiens), Q9Y570. inhibition, % at 5.9 µM;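 active = inhibition above the campaign mean of all compounds plus 3 SD, cut at about 26% in these data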;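 note: competitive labeling of PME-1 active site by serine hydrolase directed probe; 0% = PME-1 with DMSO and 100% = wells lacking PME-1 enzyme; inhibitors block probe labeling so polarization falls and inhibition rises; many of its hits are not listed in these tables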
PAFAH1B3 inh – PAFAH1B3 enzyme inhibitors, primary screen, biochemical, fluorescence polarization, human; Platelet-activating factor acetylhydrolase IB subunit alpha1 (Homo sapiens), Q15102; recombinant PAFAH1B3, FP-rhodamine probe; inhibition, % at 3.39 µM; 340,000 tested, 0.28% active;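 active = inhibition above the screen-wide average of all tested compounds plus 3 SD, cut at about 25% in these data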;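 note: 0% = enzyme with DMSO only and 100% = wells lacking PAFAH1B3 protein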
PAFAH2 inh – PAFAH2 enzyme inhibitors, primary screen, biochemical, fluorescence polarization, human; Platelet-activating factor acetylhydrolase 2, cytoplasmic (Homo sapiens), Q99487; recombinant PAFAH2, FP-rhodamine activity probe; inhibition, % at 3.39 µM; 340,000 tested, 0.99% active; AID 492956, 2010;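 active = inhibition above the mean over all tested compounds plus 3 SD, cut at about 30% in these data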;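 note: inhibitors block probe labeling of enzyme so polarization drops; 0% = enzyme with DMSO and 100% = wells lacking PAFAH2 protein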
GSTO1 inh – inhibitors of recombinant GSTO1, primary screen, counter-screen for RBBP9 inhibitor project, biochemical, fluorescence polarization; 300,000 tested, 1.1% active; activity-based probe fluorescence polarization; AID 1974, 2009; Glutathione S-transferase omega-1 (Homo sapiens), P78417; inhibition, % at 5.96 µM;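 active = inhibition above the campaign mean inhibition plus 3 SD, cut at about 35% in these data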;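 note: 0% = GSTO1-1 with DMSO and 100% = wells lacking GSTO1-1 enzyme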
Numbers without * were called inactive; . = no result given; & = joins results of further samples. These rows are one share of the data. The share of hits here may be higher or lower than overall.

Every second line gives: LYPLA1 inh	PAD4 inh	LYPLA2 inh	pPAFAH inh	PAFAH1B2 FP inh	PME-1 primary	PAFAH1B3 inh	PAFAH2 inh	GSTO1 inh
- COc1ccc(-n2nnnc2SCC(=O)Nc2cccc(C)n2)cc1OC
→ -3	1	-5	0	-2	5	6	5	0
- COc1ccccc1CC(=O)Nc1ccc2c(C)cc(=O)oc2c1
→ -2	-1	-2	1	2	3	8	-2	2
- Cc1cc(OCC(=O)Nc2ccncc2)cc(C)c1Cl
→ -10	-1	-5	3	0	-21	5	-6	-6
- O=C(COC(=O)c1nc(Cl)ccc1Cl)NNC(=O)c1ccccc1
→ -5	-1	-1	9	4	-2	-1	7	3
- O=C(COc1ccc2ccccc2c1)N1CCN(C(=O)c2cccs2)CC1
→ 1	-3	11	3	7	-1	0	5	6
- Cc1ccc(NC(=O)C(C)OC(=O)Cn2[nH]c(=O)c3ccccc3c2=O)cc1 (stereo not given)
→ 0	-3	5	0	7	0	4	-2	4
- O=C(NCc1ccccc1)c1cc2ccccc2oc1=O
→ -3	-1	-1	0	4	0	13	7	-1
- O=C(Nc1ccccc1)O/N=C/c1ccccc1Cl
→ 1	0	2	1	1	5	2	16	2
- CCCc1cc(=O)n2nc(N3CCC(C(=O)NCc4ccco4)CC3)sc2n1
→ 1	1	2	2	2	-4	7	-2	5
- O=C(CSC1=NCCS1)NC(NC(=O)CSC1=NCCS1)c1ccccc1
→ 5	-2	2	2	2	-3	-4	-1	-27
- Cc1noc(C)c1CSc1nnc2ccccn12
→ 0	0	3	0	2	-2	-12	-13	-2
- CN(C)CCC1Sc2ccccc2Oc2ccccc21 (stereo not given)
→ 0	-1	7	3	2	6	10	1	-9
- CC(C(=O)O)N1C(=O)C2C3CC(C2C1=O)C1C(c2ccccc2)c2sc(=O)[nH]c2SC31 (stereo not given)
→ 1	9	4	1	55*	-1	1	3	8
- CCOc1cc(/C=C\[N+](=O)[O-])ccc1OCC(=O)Nc1ccccc1C
→ -1	3	1	-3	6	-2	0	14	-3
- Cc1csc2nnc(N)n12
→ 1	-3	4	3	-1	0	-4	6	-2

Other entries:
Every second line gives: LYPLA1 inh	PAD4 inh	LYPLA2 inh	pPAFAH inh	PAFAH1B2 FP inh	PME-1 primary	PAFAH1B3 inh	PAFAH2 inh	GSTO1 inh
- Cc1oc(-c2cccc(Cl)c2)nc1CS(=O)(=O)CC(=O)NCc1ccco1
→ -2	-4	4	9	1	6	-1	10	-1
- COc1ccc(-n2c(=S)[nH]c3cc(C(=O)Nc4ccc(C)c(F)c4)ccc3c2=O)c(OC)c1
→ -27	-22	-52	-7	-11	-55	-37	-33	-63
- O=C(NCc1ccncc1)C(=O)NCC(c1ccco1)N1CCN(c2ccccc2F)CC1 (stereo not given)
→ 7	-1	20	-2	-1	4	-4	4	3
- Cc1c(C)n(-c2ccccc2)c2ncnc(NCCN(C)C)c12
→ -3	-2	7	2	2	-3	8	-3	3
- Cc1ccc(NC(=O)CSc2ncccn2)cc1F
→ -3	-1	-5	-3	-2	-6	4	1	7
- CN(Cc1ccco1)S(=O)(=O)c1nnc(NC(=O)c2ccc(F)cc2)s1
→ -3	-4	-2	4	4	-4	3	-2	-43
- Cc1ccc(C(C)C)c(Oc2nnnn2-c2ccccc2)c1
→ 4	-2	7	2	-1	2	8	1	-6
- O=C(c1ccc(N2CCCC2)c([N+](=O)[O-])c1)N1CCN(c2ccccn2)CC1
→ 3	-3	0	12	2	0	1	-5	8
- CC(=O)c1cc2c(cc1N)OCO2
→ -4	-4	-2	14	7	-3	2	2	10
- N#Cc1ccccc1S(=O)(=O)N1CCN(C(=O)C2CCCCC2)CC1
→ .	0	.	1	-1	.	3	10	.
- Cc1c(Cl)cccc1NC(=O)Nc1cccnc1
→ -2	-4	0	3	-1	-6	-1	-1	-6
- CC(=O)Nc1ccc(NC(=O)CSc2nncn2C)cc1
→ 0	-3	-1	1	-3	-1	2	6	-2
- CC(=O)c1cccc(NC(=O)C(OC(=O)/C=C/c2ccc3c(c2)OCO3)c2ccccc2)c1 (stereo not given)
→ -33	-3	-61	-17	-12	-32	-13	-32	-25
- CSc1ccc(S(=O)(=O)N2CCC(C(=O)NCc3ccccn3)CC2)cc1
→ 7	5	5	3	2	-4	5	-10	3
- Cc1ccc(SCC(=O)c2ccc[nH]2)cc1
→ -3	0	0	3	3	1	2	-2	2

Rewritten comma-delimited: entries from further up.
smiles,LYPLA1 inh,PAD4 inh,LYPLA2 inh,pPAFAH inh,PAFAH1B2 FP inh,PME-1 primary,PAFAH1B3 inh,PAFAH2 inh,GSTO1 inh
Cc1cc(OCC(=O)Nc2ccncc2)cc(C)c1Cl,-10,-1,-5,3,0,-21,5,-6,-6
O=C(COC(=O)c1nc(Cl)ccc1Cl)NNC(=O)c1ccccc1,-5,-1,-1,9,4,-2,-1,7,3
O=C(COc1ccc2ccccc2c1)N1CCN(C(=O)c2cccs2)CC1,1,-3,11,3,7,-1,0,5,6
Cc1ccc(NC(=O)C(C)OC(=O)Cn2[nH]c(=O)c3ccccc3c2=O)cc1 (stereo not given),0,-3,5,0,7,0,4,-2,4
O=C(NCc1ccccc1)c1cc2ccccc2oc1=O,-3,-1,-1,0,4,0,13,7,-1
O=C(Nc1ccccc1)O/N=C/c1ccccc1Cl,1,0,2,1,1,5,2,16,2

The results go on:
Every second line gives: LYPLA1 inh	PAD4 inh	LYPLA2 inh	pPAFAH inh	PAFAH1B2 FP inh	PME-1 primary	PAFAH1B3 inh	PAFAH2 inh	GSTO1 inh
- N#CCCN1CCC(NC(=O)OCc2ccccc2)CCC1=O (stereo not given)
→ 3	2	-3	-7	6	3	2	1	-1
- COc1nc(-c2ccccc2)ccc1-c1noc(COc2ccccc2)n1
→ -7	2	-2	1	-2	-15	0	-10	5
- CC(=O)N1C(=O)NC2=C(C(=O)CCC2)C1c1cccc([N+](=O)[O-])c1 (stereo not given)
→ 0	-1	-4	-3	0	0	4	1	-7
- Cc1onc(-c2ccccc2Cl)c1C(=O)OCn1nnc2ccccc2c1=O
→ 2	-3	0	1	0	-6	2	-3	18
- COc1ccc(-c2cc(C(F)F)n3ncc(C(=O)Nc4cccc(S(=O)(=O)N5CCOCC5)c4)c3n2)cc1
→ 0	-3	-5	5	1	-1	-3	-8	9
- CCOC(=O)C(NC(C)=O)(NC(C)C)C(F)(F)F (stereo not given)
→ -3	-1	-3	0	2	1	-8	-4	0
- COc1ccc(NC(=S)Nc2ccc(S(N)(=O)=O)cc2)c(C)c1
→ 2	-6	1	1	3	-1	-2	3	-9
- Cc1cccc(NC(=O)NCc2ccc3[nH]c(C)cc3c2)c1
→ 4	-4	0	6	3	3	3	-4	-4
- COc1ccc(C(=O)N[C@H](C(=O)NC2CCCCC2)C(C)C)cc1
→ .	-1	.	3	0	.	9	-8	.
- COc1ccc(CNC(=O)Cn2nc(C(F)(F)F)cc2C)cc1
→ -1	4	9	-1	0	-6	-1	3	11
- COc1ccc(C(=O)Nc2ccc3ccccc3n2)cc1OC
→ 2	6	8	1	0	2	15	-1	1
- Cc1nn(CC(=O)O)c(=O)c2ccccc12
→ 5	0	3	8	3	-9	5	2	2
- COc1ccc(CN2CCN(c3cc(C)nc4c5c(C)cc(C)nc5nn34)CC2)cc1F
→ 0	5	0	4	3	1	3	2	3
- COc1ccc(NC(=O)CN(c2ccc(C)cc2)S(=O)(=O)c2c(C)nn(C)c2C)cc1OC
→ -2	5	0	-6	7	-4	3	10	15
- CN(C)c1ccc(-c2c(-c3ccc4c(c3)OCO4)noc2-c2ccsc2)cn1
→ -3	-3	-3	-4	-7	-9	5	0	4

(further entries)
Every second line gives: LYPLA1 inh	PAD4 inh	LYPLA2 inh	pPAFAH inh	PAFAH1B2 FP inh	PME-1 primary	PAFAH1B3 inh	PAFAH2 inh	GSTO1 inh
- CCOc1ccc(CNc2ccc(CNc3ncn[nH]3)cc2)cc1
→ 0	-8	7	0	8	1	10	1	3
- CCn1cc(C(=O)NCCc2ccccc2)c(=O)c2cc(S(=O)(=O)N(C)C)ccc21
→ 3	-1	-6	7	4	-4	6	4	-1
- Cc1ccc(NC(=S)N2CCN(c3nccc(C(F)(F)F)n3)CC2)c(C)c1
→ -6	4	-6	-1	-1	3	7	-3	7
- Cc1ccc(NCc2nnc(SCC(N)=O)n2CC2CCCO2)c(C)c1 (stereo not given)
→ 0	-4	2	-1	0	1	2	3	-5
- Cc1nnc(OC(C)C)c2nn(-c3ccccc3F)c(C)c12
→ 3	-4	-3	3	8	8	-2	4	0
- Cc1cc(C(F)(F)F)nn1Cc1n[nH]c(=S)n1-c1cccc(Cl)c1
→ 4	3	6	8	6	2	-3	2	31
- Cc1ccc(S(=O)(=O)NC(=O)c2ccc(Br)o2)c(C)c1
→ -4	2	3	-1	2	0	4	2	8
- CN1CCN(CCCN2c3ccccc3Sc3ccc(Cl)cc32)CC1
→ 3&3	-2&0	7&1	45*	1	14&7	8	5	-2&1
- CC(=O)N1CCC(C(=O)Nc2ccc(S(=O)(=O)N3CCCCC3)cc2)CC1
→ 2	-1	-2	6	9	-1	-1	2	-1
- O=C(N/N=C/c1cc([N+](=O)[O-])ccc1O)C1C2CCCCC21 (stereo not given)
→ -3	-4	0	4	.	-4	.	.	-2
- CCOC(=O)C1(CCCc2ccccc2)CCN(C(=O)CCc2cnn(C)c2)CC1
→ 1	0	5	-2	4	0	3	4	-3
- CC(C)CC(CO)N1CCN(C(=O)c2cccc(C(F)(F)F)c2)CCC1=O (stereo not given)
→ -4	-2	-1	3	3	0	2	-2	3
- Cc1cc(C)c2c(=O)n(CC(=O)NCCCN3CCOCC3)sc2n1
→ -2	2	1	-3	9	6	14	-2	8
- COc1ccc(OCC(=O)NNC(=O)C(=O)Nc2ccc(C)cc2)cc1
→ 1	-1	-2	5	8	-14	2	3	8
- CCc1nc2ccccc2c(C(=O)OCCN2C(=O)c3ccccc3C2=O)c1C
→ -3	-1	-2	3	-3	-5	9	3	5
- CC(=O)N1CCc2c(sc(NC(=O)c3cccc(N4C(=O)CCC4=O)c3)c2C(N)=O)C1
→ -4	1	1	7	2	-1	7	-5	14

Some of these compounds in order of their number in PAD4 inh, rising.
mol | PAD4 inh
O=C(N/N=C/c1cc([N+](=O)[O-])ccc1O)C1C2CCCCC21 (stereo not given) | -4
COc1ccc(OCC(=O)NNC(=O)C(=O)Nc2ccc(C)cc2)cc1 | -1
CCOC(=O)C1(CCCc2ccccc2)CCN(C(=O)CCc2cnn(C)c2)CC1 | 0

Source: PubChem BioAssay (The Scripps Research Institute Molecular Screening Center)
